Bioassay records deposited in PubChem BioAssay by several laboratories.
GPR55 activation: GPR55 agonists via beta-arrestin recruitment, primary screen, imaging, U2OS cells, beta-arrestin-GFP redistribution (AID 1961). U2OS GPR55 beta-arrestin-GFP redistribution imaging; higher % means a stronger effect. activation, % at 10 µM; hits with a dose series show EC50 in µM. 290,000 tested, 0.048% active;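 active means activation above 40% with more than 50 cells counted in the well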;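 further: U2OS osteosarcoma cells stably expressing GPR55 and beta-arrestin-GFP; plate controls were DMSO negative control for no effect and LPI positive control for full effect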
GPR55 antagonists: GPR55 antagonists blocking LPI-driven arrestin recruitment, primary screen, imaging, U2OS, beta-arrestin-GFP, LPI agonist (AID 2013). U2OS GPR55 beta-arrestin-GFP translocation imaging, LPI antagonism; higher % means a stronger effect. inhibition, % at 10 µM; hits with a dose series show IC50 in µM. 290,000 tested, 0.13% active;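 active means spots per cell inhibited over 60%, with over 100 cells counted and total cytoplasm intensity under 500,000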;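 further: U2OS cells stably carrying GPR55 and arrestin-GFP stimulated by 5 µM LPI near EC80; imaged beta-arrestin-GFP aggregate spots per cell after agonist stimulation; plate controls were LPI-stimulated DMSO wells for no effect and DMSO wells without LPI for full effect; some results filed as inactive read as strong as hits; confirmed hits need IC50 under 10 µM and bright autofluorescent wells are also inconclusive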
AID2073: disruptors of CaV2.2 binding to Mint1 – biochemical, HTRF (AID 2073); 290,000 tested, 0.19% active; HTRF protein-protein interaction, Mint1-CaV2.2; higher % means a stronger effect; inhibition, % at 20 µM; hits with a dose series show IC50 in µM; in the data active means inhibition mostly above about 51%, no sharp cut-off; further: some results filed as inactive read as strong as hits
NS5 inhibitors: Dengue-2 NS5 methyltransferase inhibitors, primary screen, biochemical, confirmation dose response (AID 588689). one-dose inhibition, % at 25 µM; IC50 in µM for titrated hits. 340,000 tested, 0.3% active. Dengue-2 NS5 methyltransferase capping enzyme assay, biochemical; higher % means a stronger effect; in the data active means a potency from the dose series
NTR1 agonist: NTR1-driven beta-arrestin-GFP spot formation – imaging, U2OS cells, high content, primary screen (AID 493036). 330,000 tested, 0.17% active. agonist mode. activation, % at 20 µM;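 active means activation at or above 40% of the spot to cytoplasm intensity ratio, with at least 20 cells analyzed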;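 further: 0% = DMSO without peptide and 100% = 100 nM NTR1 peptide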
Target sequence (P30989 whole entry, looked up): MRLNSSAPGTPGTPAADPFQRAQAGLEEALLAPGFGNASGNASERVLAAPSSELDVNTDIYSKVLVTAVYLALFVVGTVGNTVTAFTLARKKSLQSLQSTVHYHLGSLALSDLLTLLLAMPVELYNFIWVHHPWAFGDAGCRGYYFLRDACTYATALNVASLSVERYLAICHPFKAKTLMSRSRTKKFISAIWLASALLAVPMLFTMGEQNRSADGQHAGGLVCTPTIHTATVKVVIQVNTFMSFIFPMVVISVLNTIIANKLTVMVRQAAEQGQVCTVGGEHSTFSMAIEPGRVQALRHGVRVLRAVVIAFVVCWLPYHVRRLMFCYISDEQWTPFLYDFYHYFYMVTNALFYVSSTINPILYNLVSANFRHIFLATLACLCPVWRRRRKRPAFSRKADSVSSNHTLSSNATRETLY
HIV fusion peptide: cell-free HIV fusion peptide-binding blockers – biochemical, uHTS, fluorescence dequenching, primary screen (AID 1986); 290,000 tested, 0.3% active; inhibition, % at 20 µM; hits with a dose series show IC50 in µM; cell-free peptide binding, fluorescence dequenching, 30 min; higher % means a stronger effect; in the data active means inhibition mostly above about 52%, no sharp cut-off; inactive means mostly below about 76%; further: some results filed as inactive read as strong as hits
GPR35 antagonists: GPR35 antagonists blocking zaprinast-driven arrestin recruitment, primary screen, imaging, U2OS, beta-arrestin-GFP, zaprinast agonist (AID 2058) | U2OS GPR35 beta-arrestin-GFP translocation imaging, zaprinast antagonism; higher % means a stronger effect | inhibition, % at 10 µM; hits with a dose series show IC50 in µM | 290,000 tested, 0.052% active;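 active means inhibition of at least 50% with at least 30 cells and total cytoplasm GFP at most 10,000,000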
K1F lysis inhibition: inhibition of K1F phage lysis, E. coli UTI89, bacterial capsule biogenesis inhibitors, alamar blue (AID 488966); inhibition, % at 100 µM, or IC50 in µM where a hit was titrated; 340,000 tested, 0.02% active; E. coli UTI89 K1F phage lysis, alamar blue, 2 h; higher % means a stronger effect;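 active means phage lysis inhibition, versus mean bacterial control, above a set limit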;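 further: capsule biogenesis inhibitors block K1F phage lysis so surviving cells raise fluorescence; higher fluorescence means more inhibition of phage lysis; actives were called in the ten point dose series up to 300 µM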
Siah-1 displacement: blockers of Siah-1 interaction with plectin peptide – biochemical, fluorescence polarization, rhodamine-plectin, uHTS, primary screen (AID 1817); displacement, % at 20 µM, or IC50 in µM where a hit was titrated; 290,000 tested, 0.02% active; Siah-1 / rhodamine-plectin peptide fluorescence polarization; higher % means a stronger effect;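 active means displacement of at least 50% at 20 µM, with a fluorescence ratio check between 0.3 and a set limit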;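 further: plate controls were Siah plus tracer with DMSO for no effect and tracer alone without Siah for full effect; strong numbers were not always called active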
NTR1 agonist cell count 20 µM: second read-out of NTR1 agonist, no call of its own (marks repeat the call); cell count; measured here: cell count, cytotoxicity flag
NS5 inhibitors pilot replicate: second read-out of NS5 inhibitors, no call of its own (marks repeat the call); inhibition, %; measured here: pilot screen replicate inhibition
The depositor's hits bear a star; / = no result given; & = joins results of further samples; [ ] = another dose, or the depositor's remark.

SMILES	GPR55 activation	GPR55 antagonists	AID2073	NS5 inhibitors	NTR1 agonist	NTR1 agonist cell count 20 µM	HIV fusion peptide	GPR35 antagonists	K1F lysis inhibition	Siah-1 displacement	others
O=C(Cc1c(Cl)cccc1Cl)Nc1ccncc1	-0.2%	10%	2%	-2%	0.1	69	-1.2%	-5%	1.6%[50 µM]	-2%
CCOC(=O)c1c(S(=O)(=O)NCC(=O)N2CCN(c3ccccc3)CC2)c(C)n(C)c1C	-0.1%	-2%	2%	-5%	0.8	56	-1.0%	-6%	0.2%	3%
CC(C)(C)OC(=O)n1cc(C(=O)c2ccccc2O)cn1	-0.1%	6%	-7%	4%	11	44	-0.4%	1%	0.0%	1%
CCOC(=O)N1CCC(NC(=O)CN2C(=O)COc3ccc(C(C)(C)C)cc32)CC1	0.0%	17%	-2%	-6%	0.5	32	-1.6%	-3%	0.0%	6%
O=C(CC1C(=O)NCCN1Cc1cccc(F)c1F)NC1CCCCCC1 (configuration not stated)	-0.1%	10%	5%	2%	0.2	55	0.8%	-4%	0.1%	14%
COC(=O)[C@H]1C[C@@H]1[C@H](NC(=O)c1ccccc1)c1ccccc1	-0.1%	-11%	4%	-8%	-6.8	90	0.8%	-18%	-0.1%	-4%
CCC(Oc1ccccc1OC)C(=O)Nc1ccc2c(c1)OCO2 (configuration not stated)	0.0%	-4%	4%	-2%	0.7	49	-2.8%	-2%	0.2%	0%
COc1cccc(C2CC(=O)Nc3cc(OC)c(OC)cc32)c1 (configuration not stated)	-0.2%	-6%	9%	-1%	0.9	51	0.2%	0%	0.3%	2%	NS5 inhibitors pilot replicate=-3.0
CCOC(=O)c1cccc(NC(=O)c2cccs2)c1	-0.1%	-3%	4%	1%	3.7	57	0.2%	-23%	0.1%	0%
CN(c1ccccc1)S(=O)(=O)c1ccc2c(c1)oc(=O)n2C	1.1%	6%	7%	4%	-0.1	45	-1.2%	0%	0.1%	-4%
CCOC(=O)CNC(=S)N(Cc1ccccc1)Cc1cccnc1	0.4%	-8%	17%	1%	-0.6	58	3.2%	-17%	0.2%	2%
O=C(NCc1ccc(Cl)cc1)c1cnccn1	-0.1%	-7%	2%	-8%	-2.1	92	-3.5%	-10%	0.0%	-5%
COc1ccc(-c2ccnc(SCC(=O)c3ccc(Cl)cc3)n2)cc1	-0.1%	-6%	6%	-4%	5.0	50	2.8%	5%	1.2%	13%
FC(F)(F)c1cccc(N2CCN(CC3CC=CCC3)CC2)c1 (configuration not stated)	0.1%	21%	-4%	-1%	-0.1	41	0.3%	3%	-0.1%	-5%
NC(=O)CC(NC(=O)Cc1ccc(Br)cc1)c1ccc(NCCc2ccc(Cl)cc2)c([N+](=O)[O-])c1 (configuration not stated)	-0.1%	6%	17%	-5%	17	101	5.9%	-16%	5.4%	-1%
CCn1nc(C)c(C2C(C#N)=C(N)Oc3n[nH]c(C)c32)c1C (configuration not stated)	-0.3%	-4%	1%	2%	1.7	54	-0.7%	3%	3.0%[50 µM]	10%
Cc1nnc(SCCC(=O)Nc2ccccc2Cl)o1	0.2%	1%	2%	2%	0.7	72	0.8%	7%	0.3%	2%
CCOc1ccc(NC(=O)CC2NCCNC2=O)cc1 (configuration not stated)	0.2%	5%	7%	2%	-4.4	75	-2.4%	7%	-1.8%	6%
Cn1cc(CCC(=O)NCc2cccc(Cl)c2)c2ccccc21	0.0%	-4%	9%	-4%	1.0	90	1.3%	11%	0.2%	-2%
COc1cc(CNc2ccc3[nH]c(=O)[nH]c3c2)ccc1OCc1ccccc1C	-0.1%	-5%	-27%	1%	5.4	96	-2.4%	-10%	0.2%	4%

Arranged by molar mass (lowest first): part of the list above.
SMILES	GPR55 activation	GPR55 antagonists	AID2073	NS5 inhibitors	NTR1 agonist	NTR1 agonist cell count 20 µM	HIV fusion peptide	GPR35 antagonists	K1F lysis inhibition	Siah-1 displacement	others
O=C(NCc1ccc(Cl)cc1)c1cnccn1	-0.1%	-7%	2%	-8%	-2.1	92	-3.5%	-10%	0.0%	-5%
Cn1cc(CCC(=O)NCc2cccc(Cl)c2)c2ccccc21	0.0%	-4%	9%	-4%	1.0	90	1.3%	11%	0.2%	-2%
COc1ccc(-c2ccnc(SCC(=O)c3ccc(Cl)cc3)n2)cc1	-0.1%	-6%	6%	-4%	5.0	50	2.8%	5%	1.2%	13%
NC(=O)CC(NC(=O)Cc1ccc(Br)cc1)c1ccc(NCCc2ccc(Cl)cc2)c([N+](=O)[O-])c1 (configuration not stated)	-0.1%	6%	17%	-5%	17	101	5.9%	-16%	5.4%	-1%

(continued)
SMILES	GPR55 activation	GPR55 antagonists	AID2073	NS5 inhibitors	NTR1 agonist	NTR1 agonist cell count 20 µM	HIV fusion peptide	GPR35 antagonists	K1F lysis inhibition	Siah-1 displacement	others
COC(=O)c1ccc(C2/C(=C(\O)c3ccc(OC)c(C)c3)C(=O)C(=O)N2c2cc(C)on2)cc1 (configuration not stated)	-0.2%	8%	18%	2%	1.0	105	1.3%	-12%	-0.4%	0%
COc1ccccc1N(C(=O)c1snc(C(N)=O)c1N)C(C(=O)NCc1ccccc1)c1ccc(C)o1 (configuration not stated)	0.6%	10%	4%	-2%	1.9	52	-1.4%	-12%	0.3%	9%
N#CC1=C2SCN(c3ccccc3)CN2C(=O)CC1c1cccs1 (configuration not stated)	-0.2%	0%	74%	15%	1.5	52	-2.0%	16%	0.2%	0%
COc1ccc(C(CC(=O)N2CCCCC2)c2c(OC)cc(OC)c3ccc(=O)oc23)cc1 (configuration not stated)	-0.1%	7%	12%	-5%	-6.3	85	3.8%	-10%	0.4%	-2%
N#Cc1cc(S(=O)(=O)c2ccc(F)cc2)c(N)[nH]c1=O	-0.1%	9%	-3%	-6%	0.0	84	-1.8%	-3%	-0.1%	-1%
COc1ccc(CC(=O)n2nc(-c3cccnc3)nc2N)cc1	-0.1%	8%	8%	-9%	-1.1	96	-1.9%	-4%	0.8%	-1%
COC(=O)C1=C(C)NC2=C(C(=O)CC(C)(C)C2)C1c1cccc(C)n1 (configuration not stated)	-0.3%	-1%	2%	-5%	1.9	67	0.1%	5%	-0.3%	2%	NS5 inhibitors pilot replicate=-2.1
CC1(C)CC(=O)C=C(Nc2ccc(Cl)cc2)C1	-0.1%	-8%	-1%	-3%	-0.7	95	1.9%	-1%	-0.2%	-4%
CN(C)CCCNC(CC(=O)Nc1cccc([N+](=O)[O-])c1)C(=O)O (configuration not stated)	0.2%	4%	-2%	2%	-1.2	68	0.0%	8%	-0.4%	-2%
Cc1ccc(N/N=C2/CCCNC2=O)cc1	0.4%	16%	-14%	4%	1.8	55	-1.1%	0%	0.2%	-2%
CN(C(=O)CN1C(=O)S/C(=C\c2ccc(Cl)cc2)C1=O)C1CCS(=O)(=O)C1 (configuration not stated)	-0.2%	-15%	-6%	-8%	0.0	64	-0.6%	-7%	-0.4%	-4%
O=C(O)c1ccc(S(=O)(=O)NC2CCCc3ccccc32)cc1 (configuration not stated)	0.3%	11%	-1%	10%	0.4	31	1.7%	-12%	1.6%	4%
COC(=O)c1ccc2c(=O)n(CCCCCC(=O)N3CCN(c4ccccc4)CC3)c(=O)[nH]c2c1	-0.1%	2%	-4%	-1%	47*	73*	2.4%	27%	4.9%	4%
COc1ccc(CCNc2oc(COc3ccc(Br)cc3)nc2C#N)cc1OC	-0.1%	8%	2%	4%	8.3	66	-2.7%	2%	2.1%	3%
O=C(O)c1cccc(Nc2nc(C(F)(F)F)nc3ccccc23)c1	-0.1%	6%	4%	/	-0.1	38	5.1%	-3%	0.2%	-4%
CCOC(=O)CCNC(=O)N1CCCC(N(C)CCc2ccc(OC)c(OC)c2)C1 (configuration not stated)	0.9%	6%	-3%	-10%	0.8	59	-0.4%	-2%	-0.3%	0%	NS5 inhibitors pilot replicate=2.1
COc1ccc(NC(=O)C2CCCN(S(=O)(=O)c3c(C)n[nH]c3C)C2)c(OC)c1 (configuration not stated)	-0.2%	-7%	1%	1%	0.4	56	32%	1%	0.6%	-3%
Cc1cccc(NC(=S)N2CCN(C(=O)c3ccco3)CC2)c1C	0.0%	1%	-12%	-12%	-0.1	43	-0.9%	3%	0.1%	-6%
O=C(NNC(=O)c1cccnc1)Nc1ccc(Cl)c(Cl)c1	-0.1%	6%	21%	-15%	-0.9	76	1.7%	0%	2.6%	6%
c1ccc2[nH]c(CCCCc3nc4ccccc4[nH]3)nc2c1	-0.2%	-12%	8%	-4%	-1.0	49	-1.1%	-3%	0.5%	16%
COC(=O)c1c(NC(=O)CCN2CCOCC2)sc2c1CCCC2	-0.1%	-7%	2%	1%	6.3	61	0.3%	-6%	0.2%	0%
OC1(Cc2ccccc2)CCNCC1	0.6%&0.3%	-1%&9%	-12%&-7%	/	-0.2	49	1.3%&2.2%	50%&-1%	/	1%&14%
Fc1ccccc1N1CCN(C(c2cccs2)c2nnnn2CCc2ccccc2)CC1 (configuration not stated)	-0.3%	8%	-4%	-7%	7.6	58	-4.0%	-13%	13%	0%
CC1CCN(C(=O)C2CCN(S(=O)(=O)c3cccc4cccnc34)CC2)CC1	0.1%	11%	6%	0%	0.9	56	0.7%	-10%	0.5%	0%
Cc1ccc2c(c1)N(C(=O)CCC(=O)N1CCC(C(N)=O)CC1)CC(C)O2 (configuration not stated)	0.5%	4%	-2%	-3%	0.2	73	0.6%	-4%	7.4%	0%
CC(C)(C)n1cc(S(=O)(=O)c2ccccc2)[nH]c1=O	-0.1%	18%	14%	-2%	-1.1	52	1.2%	-16%	-1.7%	0%
O=C(NCc1ccncc1)c1cccc(F)c1	0.3%	-4%	-5%	5%	-0.3	59	0.5%	28%	2.2%	1%
C/C(=N\NC(=O)Cn1nc(C)c(Br)c1C)c1cccs1	0.4%	15%	-4%	-3%	0.8	62	1.4%	-2%	0.4%	-1%
C=CCN(C(=O)c1csnn1)C(C(=O)NC1CCCCC1)c1ccccc1F (configuration not stated)	-0.4%	5%	12%	7%	-0.6	38	0.6%	6%	-0.7%	7%
C=CCn1cnc2scc(-c3ccc(C)c(C)c3)c2c1=O	-0.1%	2%	-7%	8%	0.4	81	0.1%	-6%	-0.2%	1%
Cn1ccsc1=NC(=O)c1ccccc1OC(F)F	0.0%	0%	20%	-4%	1.7	65	-0.6%	2%	-0.1%	0%
COc1ccc(-n2c(=O)c3c4c(sc3n(CC(=O)Nc3cc(C)[nH]n3)c2=O)CCC4)c(OC)c1	0.3%	2%	-2%	-9%	1.5	66	5.2%	-8%	0.1%	-6%
O=C(O)c1ccc(COc2ccc(/C=N/NC(=O)c3cccs3)cc2)cc1	0.0%	16%	3%	-1%	-0.4	50	0.4%	4%	-0.4%	4%
O=C(O)CCC(NC(=S)Nc1ccccc1)C(=O)O (configuration not stated)	0.4%	7%	-5%	-2%	-0.6	55	-1.4%	14%	0.9%	-4%
